PglD inh = inhibitors of Campylobacter jejuni PglD acetyltransferase; purified PglD enzyme, DTNB colorimetric CoA detection; inhibition, % at 12.5 µM; 360,000 compounds, 0.098% hits; AID 602405; in the data active = inhibition above about 16%, passing the limit was not always enough; note: strong numbers were not always called active
PGC1a acetyl inh = lowers PGC1a acetylation signal in U2OS cells | AlphaScreen anti-acetyl-lysine; with virally co-expressed GCN5 acetyltransferase | inhibition, % at 15.6 µM | 350,000 compounds, 0.17% hits | AID 651687;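 active = every replicate shows inhibition of at least 40%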;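 note: 0% = neutral control wells and 100% = positive control wells; some results beyond the cut were filed as inactive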
Numbers without * were called inactive.

| entry | PglD inh | PGC1a acetyl inh | Molecule |
| --- | --- | --- | --- |
| 1 | 2 | -19 | CCCC(c1nnnn1Cc1ccc(F)cc1)N1CCN(C2CCCCC2)CC1 (configuration not stated) |
| 2 | 5 | -18 | CCCCNC(=O)Nc1ccc(Br)cn1 |
| 3 | 1 | -22 | O=C(Nc1ccccc1C(=O)N1CCCC1)c1cccc(S(=O)(=O)N2CCCCC2)c1 |
| 4 | -12 | 0 | O=[N+]([O-])c1cc(S(=O)(=O)C(F)(F)F)ccc1Sc1nc2ccccc2s1 |
| 5 | -4 | 12 | O=C1N=C(N2CCOCC2)S/C1=C/c1cccs1 |
| 6 | 1 | -3 | O=C(OCCN1C(=O)CCC1=O)c1ccc(S(=O)(=O)N2CCCCC2)cc1 |
| 7 | 6 | -2 | CCOC(=O)c1sc(=S)n(CC)c1NC(=O)C1CC1 |
| 8 | 0 | 6 | Cc1ccccc1N(CC(=O)Nc1ccc(F)cc1)S(C)(=O)=O |
| 9 | -1 | 16 | CCOc1ccccc1C(=O)N(Cc1cccs1)C1CCS(=O)(=O)C1 (configuration not stated) |
| 10 | -10 | -8 | c1ccc2c(N3CCOCC3)nc(-c3ccncc3)nc2c1 |
| 11 | -8 | 0 | COc1cc(-c2nnc(-c3ccc(S(=O)(=O)c4ccccc4)cc3)o2)cc(OC)c1OC |
| 12 | 6 | -6 | CCC(=O)c1ccc(OCC(O)CN2CCN(S(=O)(=O)N3CCCCC3)CC2)cc1 (configuration not stated) |
| 13 | 3 | -4 | COC(=O)CCCCC1SCC(NC(=O)OC)C1NC(=O)OC (configuration not stated) |
| 14 | 5 | -1 | CC(C)c1nc(C#N)c(NCCCn2ccnc2)o1 |
| 15 | -3 | -8 | O=C(NCCCN1CCOCC1)c1c(O)c2cc(Br)cc(Br)c2[nH]c1=O |
| 16 | 1 | -2 | Cc1ccc(C(C)C)cc1C(=O)CC1(O)C(=O)N(C)c2ccccc21 (configuration not stated) |
| 17 | -5 | 1 | CCOC(=O)c1ccccc1NC(=O)/C=C/c1cc(OC)c(OC)c(OC)c1 |
| 18 | 0 | -10 | O=C(Cn1c(=O)oc2ccccc21)N(Cc1ccccc1)C1CCS(=O)(=O)C1 (configuration not stated) |
| 19 | 3 | 4 | Cn1c(=O)c2ncn(CC(=O)Nc3cccc(-c4nc5ccccc5s4)c3)c2n(C)c1=O |
| 20 | -2 | -14 | COc1nc(NC23CC4CC(CC(C4)C2)C3)nc(OC)n1 |
| 21 | 7 | 2 | O=C(OCC#CCSc1nc2ccccc2o1)c1cc2ccccc2o1 |
| 22 | 2 | 33 | CC1CCN(c2nc(-c3ccncc3)nc3ccccc23)CC1 |
| 23 | 6 | 6 | COc1cccc(/C=C2\Oc3cc(OCC(=O)N4Cc5ccccc5C[C@H]4C(=O)O)ccc3C2=O)c1 |
| 24 | -5 | 5 | CC(/C=C1\SC(=S)N(NC(=O)c2ccc(C)cc2)C1=O)=C\c1ccccc1 |
| 25 | 7 | -1 | CCOC(=O)C1=C(C)NC(=O)NC1c1ccoc1 (configuration not stated) |
| 26 | -1 | 4 | Cn1c(Cc2csc(N)n2)nnc1SC/C=C/c1ccccc1 |
| 27 | -4 | 4 | CC1CCCN(C(=O)C23CCC(C)(C(=O)C2)C3(C)C)C1 (configuration not stated) |
| 28 | 0 | -1 | CCSC(C)CC1CC(=O)CC(=O)C1 (configuration not stated) |
| 29 | -1 | -10 | O=C(O)c1cccc2c1C(=O)c1ccc(-c3ccc(Cl)c(C(F)(F)F)c3)cc1S2(=O)=O |
| 30 | 0 | 6 | C=CCn1c(C)cc(C(=O)CN2C(=O)c3ccccc3S2(=O)=O)c1C |
| 31 | -4 | -10 | COc1cc2c(cc1NC(=O)C1CCCO1)oc1ccccc12 (configuration not stated) |
| 32 | 5 | -5 | Cc1ccc(S(=O)(=O)CCc2nnc(NC(=O)c3cnccn3)s2)cc1 |
| 33 | -6 | 3 | O=C(NCC1CCCO1)c1ccc2c(c1)C(=O)N(C1CCCCC1)C2=O (configuration not stated) |
| 34 | -66 | -3 | Cn1nc(-c2ccccc2)c(C(=O)Nc2ccc(Cl)cc2)c1Cl |
| 35 | -2 | 7 | COCCCn1c(-c2ccccc2)nc2ccccc2c1=O |
| 36 | 4 | -6 | COc1ccc(C2=NOC(C(=O)NC(C)C)C2)cc1 (configuration not stated) |
| 37 | 0 | -23 | O=C(Nc1ncc(C(F)(F)F)cc1Cl)C1COc2ccccc2O1 (configuration not stated) |
| 38 | 0 | -8 | O=C(CCN1CCc2ccccc2C1)c1ccc2c(c1)OCCO2 |
| 39 | -2 | 61 | C=CCn1c(Cc2cccs2)nnc1SCC(=O)NCc1ccco1 |
| 40 | -1 | -7 | O=C(NC(C(=O)N/N=C/c1ccccc1)c1n[nH]c(=O)c2ccccc12)c1ccccc1 (configuration not stated) |
| 41 | -4 | 7 | CC1CCN(c2ccc(C(=O)N3CCOCC3)cc2[N+](=O)[O-])CC1 |
| 42 | 3 | -12 | COc1cccc(C(=O)COc2cccc(NC(=O)c3cccc([N+](=O)[O-])c3)c2)c1 |
| 43 | -1 | -7 | C/C(CC1CC(COCCC(C)C)OC1=O)=N\NC(N)=S (configuration not stated) |
| 44 | 3 | 8 | Cc1ccc(-c2nc3cc(N)ccc3o2)c(C)c1 |
| 45 | -9 | 1 | N#Cc1c(-c2cccs2)nc(SCC(=O)c2cccs2)[nH]c1=O |
| 46 | 6 | 9 | O=C(OCc1cc2ccccc2[nH]c1=O)c1ccccn1 |
| 47 | 1 | -9 | Cc1ccc(C)c(NC(=O)c2ccccc2O)c1 |
| 48 | -8 | -6 | CCc1ccc(CC)c(S(=O)(=O)Nc2ccc(O)c(C(=O)O)c2)c1 |
| 49 | 8 | 8 | O=C(NCc1cccs1)C1CC(=O)N(c2ccccc2)C1 (configuration not stated) |
| 50 | 4 | 14 | CN(Cc1ccccc1)c1nc2c(c(=O)[nH]c(=O)n2C)n1CCCSc1ncccn1 |
| 51 | -1 | -12 | Cc1ccc2cc(CN(C(=O)c3ccncc3)C(C)C)c(=O)[nH]c2c1 |
| 52 | -2 | -6 | CCN(C(=O)c1cc2ccccc2oc1=O)c1ccccc1 |
| 53 | 0 | -18 | CC(=O)Nc1nc2n(n1)C(c1ccccc1)C=C(c1ccccc1)N2 (configuration not stated) |
| 54 | 3 | -7 | O=C(Nc1ccc(Cl)cc1)NC1CCCCC1Cc1ccco1 (configuration not stated) |
| 55 | 0 | 9 | CCc1nn(CCCC(=O)N2CCc3ccccc3C2)c(=O)c2cc3occc3n12 |
| 56 | 1 | 19 | CCc1nc(NCC2CCCN2CC)c2nnn(Cc3ccccc3F)c2n1 (configuration not stated) |
| 57 | 13 | 1 | O=C(Nc1cccc(C(F)(F)F)c1)c1cc(S(=O)(=O)N2CCCCC2)ccc1N1CCOCC1 |
| 58 | -1 | 8 | CC1CC(C)CN(c2ncc3c(n2)CC(c2ccccc2Cl)CC3=O)C1 (configuration not stated) |
| 59 | -1 | -4 | CCOC(=O)c1c(C)[nH]c(C(=O)COC(=O)c2[nH]c(C)c(C(C)=O)c2C)c1C |
| 60 | 4 | 6 | O=C1CC(c2cccs2)CC2=C1C(c1ccccc1)n1ncnc1N2 (configuration not stated) |

(cont.)
| entry | PglD inh | PGC1a acetyl inh | Molecule |
| --- | --- | --- | --- |
| 61 | 2 | -4 | COc1ccc(C(C(=O)NC2CCCC2)N(CCN2CCOCC2)C(=O)c2ccc(OC)c(OC)c2)cc1 (configuration not stated) |
| 62 | -4 | 15 | Cc1ccc(-c2c3c(=O)n(C)c(=O)n(C)c3cn2N2CCOCC2)cc1 |
| 63 | -1 | 14 | Cc1nc(SCC(=O)c2ccc(F)cc2)n[nH]1 |
| 64 | -6 | -17 | COc1ccc(OC)c(NC(=O)CCn2cccc2)c1 |
| 65 | 5 | -3 | O=C(CN1CCCCC1)Nc1cc(Cl)ccc1Cl |
| 66 | -2 | 3 | CCOc1ccccc1NC(=O)COn1nnc2ccccc21 |
| 67 | 1 | -20 | Cc1cccn2c(=O)c(/C=N/O)c(N3CCCCC3)nc12 |
| 68 | -4 | 5 | CCC(Sc1ccccn1)C(=O)Nc1nnc(C)s1 (configuration not stated) |
| 69 | -14 | -18 | CC1CCN(CC(=O)N2CCCc3c2c(=O)oc2ccc(OCc4ccccc4)cc32)CC1 |
| 70 | 0 | 1 | Cc1ccc(NS(=O)(=O)c2cccc(C(=O)N3CCOCC3)c2)cc1 |
| 71 | -2 | -13 | Cc1nc(C(F)(F)F)nc(Nc2ccc(Br)cc2)c1C#N |
| 72 | -6 | -2 | CCOc1ccc(-c2nc(CSc3nnc(N)s3)cs2)cc1 |
| 73 | 3 | -26 | CCCCCc1c(C)nc(Nc2ccccc2)[nH]c1=O |
| 74 | 3 | -4 | CC(=O)Nc1nc2ccc(Br)cc2s1 |
| 75 | -2 | 15 | CC(Sc1nc2ccc(Br)cc2[nH]1)C(=O)O (configuration not stated) |
| 76 | -2 | -6 | O=C(O)C1CC=CCC1C(=O)N1CCc2ccccc21 (configuration not stated) |
| 77 | -7 | 5 | CCN1C(=O)CC(N2CCN(c3ccc(C(=O)c4ccccc4)cc3)CC2)C1=O (configuration not stated) |
| 78 | -4 | 5 | Cc1n[nH]c(=O)nc1NC1CCCCC1 |
| 79 | -3 | -1 | Cc1noc(C)c1S(=O)(=O)NCCc1ccc(S(N)(=O)=O)cc1 |
| 80 | 8 | -8 | COc1ccccc1N1CCN(C(=O)c2ccc(N3CCCC3=O)cc2)CC1 |
| 81 | -5 | -23 | c1ccc(OCCCc2nc(-c3cccnc3)no2)cc1 |
| 82 | -4 | 2 | COC(=O)COc1ccc(Oc2nc(SC)nc(N(C)C)n2)nn1 |
| 83 | 4 | 10 | CCNc1nc(N)nc(Oc2ccc(OCC)nn2)n1 |
| 84 | -4 | 1 | CC1(C)CC(=O)C(C=NCCN2CCN(C(=O)c3ccccc3)CC2)=C(O)C1 |
| 85 | -3 | 1 | CCn1c(-c2cccc(Br)c2)n[nH]c1=S |
| 86 | 4 | 2 | O=C(O)c1ccc(NS(=O)(=O)c2ccc(Cl)c(Cl)c2)cc1O |
| 87 | 1 | -7 | Cc1cc(C)cc(C(=O)N(NC(=O)Nc2ccc(Cl)cc2)C(C)(C)C)c1 |
| 88 | 0 | 0 | CN1/C(=C\C=[N+](C)c2ccccc2)C(C)(C)c2ccccc21 |
| 89 | -4 | -3 | CCCCOCCCn1c(-c2ccco2)nc2nc3ccccc3nc21 |
| 90 | -5 | 88* | C#CC(=O)N(c1cc(OC)ccc1OC)C(C(=O)NC1CCCC1)c1cccs1 (configuration not stated) |
| 91 | 7 | 0 | O=C(O)c1cc(=O)c2cc(Cl)ccc2o1 |
| 92 | 5 | -13 | CCOC(=O)c1ccc(CSc2nnc(-c3ccncc3)n2N)cc1 |
| 93 | 1 | -7 | CN1CC(c2ccccn2)C2(SC(=S)N(Cc3ccccc3)C2=O)C12C(=O)Nc1ccccc12 (configuration not stated) |
| 94 | -6 | -3 | Cc1cc(C)c(S(=O)(=O)N2CCN(c3ccc([N+](=O)[O-])c(-n4nc(C)cc4C)c3)CC2)c(C)c1 |
| 95 | 0 | 2 | CCN(c1ccccc1)S(=O)(=O)c1ccc2[nH]cc(C(=O)NCCOC)c(=O)c2c1 |
| 96 | -2 | -12 | O=C(Nc1ccc(F)cc1)NC1(C(=O)NCc2ccc3c(c2)OCO3)CCCCC1 |
| 97 | 6 | 8 | COc1ccc(-n2nnnc2SCC(=O)NCCc2ccc(OC)c(OC)c2)cc1 |
| 98 | -3 | 9 | CCN(CC)CCNC(=O)C(C(=O)c1ccccc1)n1ccccc1=O (configuration not stated) |
| 99 | -5 | 10 | COc1cc(N2C(=O)c3ccccc3C2=O)c(Cl)cc1C(=O)OCC(=O)NCc1ccco1 |
| 100 | 3 | 2 | O=C(NC1CCCCC1)N1CCCC(c2nc3ccccc3[nH]2)C1 (configuration not stated) |
| 101 | -13 | -2 | CN(C)C(=O)CSc1nc2ccccc2c(=O)[nH]1 |
| 102 | 9 | 9 | O=C(Nc1ccc(N2CCOCC2)nc1)c1ccc(Cl)cc1 |
| 103 | -1 | -4 | CC(C)Sc1nc(N2CCCC2)c2c(c1C#N)CC(C)(C)OC2 |
| 104 | -2 | 1 | CCOc1cccc(=O)c2c(C)n(C)c(C)c12 |
| 105 | -3 | 13 | Cc1nn(Cc2ccccc2)c(C)c1NC(=O)CCC(=O)O |
| 106 | 1 | -11 | O=C(Nc1ccccc1O)c1ccccc1O |
| 107 | -2 | 11 | COc1ccc(CCNC(=O)Cn2cnc3c(cnn3-c3ccccc3Cl)c2=O)cc1OC |
| 108 | -2 | 11 | CCn1c(O)c(/C=N/n2cnnc2)sc1=S |
| 109 | -3 | -10 | Cc1cccc(/C=N/NC(=O)C(C)Nc2cccc3ccccc23)n1 (configuration not stated) |
| 110 | 0 | 20 | CCCc1ccc(Oc2cn[nH]c2-c2ccc(O)c(C)c2O)cc1 |
| 111 | -3 | 1 | N#Cc1c(-c2ccco2)cc(-c2ccccn2)nc1N |
| 112 | 2 | -8 | Cc1cc2occ(CC(=O)O)c2cc1C |
| 113 | -2 | 2 | CC(=O)Nc1c(S(=O)(=O)c2ccccc2)c2nc3ccccc3nc2n1Cc1ccccc1 |
| 114 | -5 | -1 | COc1cccc(Cn2nnc3c(=O)[nH]c(C4CCCN(C(=O)c5ccccc5Cl)C4)nc32)c1 (configuration not stated) |
| 115 | 1 | -17 | O=C1Cc2ccccc2Sc2ccc(Cl)cc21 |

The list is partial; count on the stated rates, not on these rows.
